Rad51 HR inh: Rad51 (human) homologous recombination inhibition; Q06609; hRad51 DNA strand exchange, fluorescence dequenching; inhibition, % at 10 µM; 200,000 compounds, 0.085% hits; AID 1385;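 active = inhibition above 40% at the single screening dose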;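 also: 0% = DMSO control wells and 100% = blanks with heterologous ssDNA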
Target sequence (Q06609 whole entry, looked up): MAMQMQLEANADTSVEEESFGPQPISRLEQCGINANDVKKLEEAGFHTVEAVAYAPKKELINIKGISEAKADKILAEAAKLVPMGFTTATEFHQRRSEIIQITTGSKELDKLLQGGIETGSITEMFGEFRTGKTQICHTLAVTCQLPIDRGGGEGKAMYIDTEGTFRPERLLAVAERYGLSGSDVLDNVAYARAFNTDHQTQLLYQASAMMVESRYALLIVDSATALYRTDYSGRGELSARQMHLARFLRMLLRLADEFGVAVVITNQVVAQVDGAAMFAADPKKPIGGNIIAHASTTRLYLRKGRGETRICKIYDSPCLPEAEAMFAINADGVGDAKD
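Material: human Rad51–ssDNA filaments; Probe or stimulus: labelled 47-mer dsDNA for strand exchange; Doses: single 10 µM dose; Incubation: 37 °C 15-min filament assembly, 30-min compound preincubation, 15-min exchange; Technique: FRET fluorescence dequenching, excitation 485 nm, emission 520 nm; Measure: Fluorescence-based percent inhibition, control- and blank-normalised; Benchmarks: plate control and blank wells.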
thrombin 1536: blocks human thrombin protease activity; P00734; alpha-thrombin, Boc-VPR-AMC fluorogenic substrate cleavage; inhibition, % at 5 µM; 220,000 compounds, 0.26% hits; AID 1046;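 active = inhibition at or above 40%; inactive = inhibition below 40%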;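 also: 0% = enzyme with no compound and 100% = wells without enzyme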
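Material: human alpha-thrombin protein; Also added: Boc-VPR-AMC substrate, 15 µM final; Timing: enzyme reaction carried out at room temperature; Signal: fluorescence, ex 355 nm, em 460 nm; Measure: % inhibition of thrombin; Controls: enzyme without compound as high, wells lacking enzyme as low.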
Hck Nef HTS: blocks Nef-activated human Hck kinase. P08631. Recombinant Hck-YEEI plus Nef, Z-Lyte FRET kinase assay. inhibition, % at 20 µM. 220,000 compounds, 0.68% hits. AID 463187;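 active = Hck-Nef kinase inhibition above about 50%, limit read from the data; inactive = inhibition below that limit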;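 also: 0% = DMSO with Hck plus Nef and 100% = Hck alone without Nef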
Target sequence (P08631 whole entry, looked up): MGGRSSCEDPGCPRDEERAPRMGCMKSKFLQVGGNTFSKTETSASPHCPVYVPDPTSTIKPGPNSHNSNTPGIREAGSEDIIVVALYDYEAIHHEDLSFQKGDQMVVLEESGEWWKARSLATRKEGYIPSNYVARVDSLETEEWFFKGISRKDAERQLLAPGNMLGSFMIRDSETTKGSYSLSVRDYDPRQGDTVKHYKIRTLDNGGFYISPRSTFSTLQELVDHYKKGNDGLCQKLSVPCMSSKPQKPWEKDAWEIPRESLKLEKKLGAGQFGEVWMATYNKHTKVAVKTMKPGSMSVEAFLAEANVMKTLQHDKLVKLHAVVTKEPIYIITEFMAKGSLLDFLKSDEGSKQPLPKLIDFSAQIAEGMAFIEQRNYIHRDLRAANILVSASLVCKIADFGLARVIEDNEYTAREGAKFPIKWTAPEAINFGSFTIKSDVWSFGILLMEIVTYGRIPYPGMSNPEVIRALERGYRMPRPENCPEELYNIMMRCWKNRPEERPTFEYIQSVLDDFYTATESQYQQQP
FXIIa inh 1536: blocks human coagulation factor XIIa protease activity | P00748 | purified FXIIa, Boc-QGR-AMC fluorogenic substrate, 2 h | inhibition, % at 5 µM | 220,000 compounds, 0.3% hits | AID 800; in the data active = inhibition above about 40%;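 also: 0% = enzyme with no compound and 100% = blank without enzyme; many of its hits are not listed in these tables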
FXIa inh: blocks human coagulation factor XIa protease activity; P03951; purified FXIa, Boc-Glu-Ala-Arg-AMC fluorogenic substrate; inhibition, % at 5 µM; 220,000 compounds, 0.14% hits;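 active = inhibition of at least 40%; inactive = inhibition below 40%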;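 also: fluorescence of freed AMC excited at 355 nm; 0% = enzyme without compound and 100% = no enzyme blank; many of its hits are not listed in these tables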
TNF necrop inh: TNF-alpha cell death inhibition in Jurkat FADD-/- cells; activation (protection from cell death), % at 10 µM; 220,000 compounds, 0.068% hits; Jurkat FADD-/- TNF necroptosis rescue, ATP luminescence, 24 h; 0 = TNF only, 100 = no-TNF cells;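 active = activation, meaning protection from cell death, of at least 50% relative to plate controls; inactive = activation below 50%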;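 also: necroptosis triggered by 40 ng/mL TNF-alpha added together with compound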
KCC2 mod: modulators of human KCC2 chloride dependent transport | B-score of Tl+ flux slope (higher = more flux/activation; lower = inhibition) at 10 µM | 190,000 compounds, 2.2% hits | AID 1456 | Q9H2X9 | KCC2 cells, thallium flux FluoZin-2 fluorescence;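 active = thallium flux slope and its plate-corrected score both differing from the plate sample mean at a set confidence after two filtering rounds, in either direction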;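 also: slope of fluorescence scaled to starting intensity during 10 to 20 s after thallium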
L929 necroptosis: L929 zVAD cell death inhibition. L929 zVAD necroptosis rescue, ATP luminescence, 24 h; with zVAD 60 µM. viability rescue, % at 10 µM. 220,000 compounds, 0.38% hits. AID 1377;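 active = activation, scaled between plate controls, above about 75%, limit read from the data; inactive = activation under that limit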;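 also: 0% = zVAD with DMSO and 100% = DMSO alone without zVAD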
hK5 inh: inhibitors of human kallikrein 5 | Q9Y337 | recombinant hK5, fluorogenic AMC substrate cleavage | inhibition, % at 5 µM | 210,000 compounds, 0.59% hits | AID 873;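 active = inhibition of 40% or more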;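 also: 0% = enzyme controls without compound and 100% = no-enzyme blanks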
Target sequence (Q9Y337 67-293 limits assumed): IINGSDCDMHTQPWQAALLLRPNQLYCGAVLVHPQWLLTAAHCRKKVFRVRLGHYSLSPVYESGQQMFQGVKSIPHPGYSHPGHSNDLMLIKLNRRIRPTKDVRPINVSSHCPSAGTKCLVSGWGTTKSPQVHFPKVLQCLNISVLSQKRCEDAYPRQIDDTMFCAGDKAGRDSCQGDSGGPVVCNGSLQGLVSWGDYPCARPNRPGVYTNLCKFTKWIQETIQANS
The depositor's hits bear a star; nt = no result given. These rows are one share of the data; rates above refer to the full screens.

Every second line gives: Rad51 HR inh | thrombin 1536 | Hck Nef HTS | FXIIa inh 1536 | FXIa inh | TNF necrop inh | KCC2 mod | L929 necroptosis | hK5 inh
- Cn1nc(-c2ccc(OCC(N)=O)cc2)c2ccccc2c1=O
→ 1 | 2 | 3 | 15 | 0 | -0.6 | 0.6 | -0.3 | 4
- N#Cc1cn(CC(=O)NCCc2c[nH]c3ccccc23)c2ccccc12
→ -2 | 1 | 0 | 18 | 1 | -0.7 | -0.4 | 2.5 | -4
- CC(C)CCSc1nc2c(c(=O)[nH]c(=O)n2C)n1CCCc1ccccc1
→ -6 | -8 | 20 | 7 | -6 | -3.0 | 0.16 | -0.1 | 0
- CCOC(=O)c1c(NCc2ccc3c(c2)OCO3)c2ccccc2[nH]c1=O
→ -6 | 13 | 2 | 19 | 4 | -2.1 | 0.035 | 0.1 | 5
- Cc1ccc(NC(=O)CN(C)C(=O)CSc2nnc(C(F)(F)F)n2C)cc1
→ nt | 1 | 6 | 13 | 2 | -0.7 | 1.1 | -0.6 | 22
- O=C(NCc1ccc(F)cc1)c1cccc(S(=O)(=O)N2CCCC2)c1
→ 2 | -3 | 6 | 4 | -2 | 1.4 | nt | 1.9 | -8
- CC1C=Cc2ccccc2N1C(=O)c1ccccc1 (stereo not drawn)
→ nt | 4 | 0 | 18 | 7 | -2.1 | 0.12 | -0.1 | -26
- CC(=O)Nc1sc2c(c1C#N)CCC2
→ 5 | -1 | 9 | 9 | -1 | -0.9 | 0.14 | 2.0 | 1
- COc1ccc(Cc2nnc(NC(=O)c3cccc([N+](=O)[O-])c3C)s2)cc1
→ 0 | -1 | 1 | 14 | 0 | -2.4 | -2.1 | 0.5 | -4
- COC(=O)c1cc(OC)c(OC)cc1NC(=O)Nc1ccc(OC)cc1OC
→ -5 | -2 | 0 | 4 | 1 | -1.4 | 0.37 | -0.2 | -16
- COc1ccc(OC)c(NC(=O)CS(=O)(=O)Cc2nc(-c3ccccc3C)oc2C)c1
→ 4 | -7 | 20 | -1 | -7 | 0.5 | -0.99 | 0.5 | -2
- C/C(=N\NC(=O)CSc1nc2ccccc2s1)c1cccnc1
→ -13 | 1 | -3 | 5 | 1 | -2.8 | -1.3 | -0.5 | -2
- O=C(C(Cc1ccccc1)n1cccc1)N1CCN(c2cccc(Cl)c2)CC1 (stereo not drawn)
→ -4 | -6 | 1 | 5 | -2 | 0.6 | -0.0054 | 3.9 | -2
- CCOC(=O)C1C(=O)CC(C)(O)C(C(=O)OCC)C1c1ccc(NC(C)=O)cc1 (stereo not drawn)
→ -4 | 0 | 23 | 2 | 0 | 1.8 | 0.41 | -0.6 | -3
- O=C(CNC(=O)c1ccco1)NCC(=O)OCc1ccccc1Br
→ -5 | -8 | -1 | 11 | -1 | -0.8 | 0.89 | 0.2 | 4

The final two compounds of the section above lead into the next:
Every second line gives: Rad51 HR inh | thrombin 1536 | Hck Nef HTS | FXIIa inh 1536 | FXIa inh | TNF necrop inh | KCC2 mod | L929 necroptosis | hK5 inh
- CCOC(=O)C1C(=O)CC(C)(O)C(C(=O)OCC)C1c1ccc(NC(C)=O)cc1 (stereo not drawn)
→ -4 | 0 | 23 | 2 | 0 | 1.8 | 0.41 | -0.6 | -3
- O=C(CNC(=O)c1ccco1)NCC(=O)OCc1ccccc1Br
→ -5 | -8 | -1 | 11 | -1 | -0.8 | 0.89 | 0.2 | 4
- Cc1cccc(C(=O)O/N=C2/CC3CCC2(C)C3(C)C)c1 (stereo not drawn)
→ -3 | -5 | 13 | 11 | 1 | -0.3 | -0.39 | 0.2 | -16
- C#CCOCCOCCOCCNc1nc(N2CCN(C(=O)[C@H](CCC(=O)O)n3cc(C(N)CO)nn3)CC2)nc(N2CCN(C(=O)[C@H](CCCCN)n3cc(C(N)[C@H](C)CC)nn3)CC2)n1 (stereo partly drawn)
→ 9 | 13 | 6 | 10 | 8 | 1.4 | 2.3 | -0.2 | 8
- CCOc1cc2c(cc1OC)C(c1cccc([N+](=O)[O-])c1)NCC2 (stereo not drawn)
→ -32 | 1 | 6 | 12 | 3 | 0.6 | -0.31 | -0.2 | 2
- COc1cccc(NC(=O)C(C)Oc2ccccc2)c1 (stereo not drawn)
→ -7 | 29 | -1 | 8 | -2 | -2.8 | nt | -0.4 | 15
- C=CCn1c(SCCN2C(=O)c3ccccc3C2=O)nc2scc(-c3ccccc3)c2c1=O
→ 2 | 2 | 1 | 12 | 5 | -2.0 | nt | -0.8 | -14
- C/C=C/c1ccc(OC)c(OC(C)=O)c1
→ -3 | -2 | 4 | 6 | -3 | 2.6 | 0.44 | 1.3 | -10
- C=CCn1c(=O)c2ccccc2n2c(SCC(=O)Nc3sc(C)c(CC)c3C(=O)OCC)nnc12
→ nt | -6 | 1 | 5 | -2 | 1.7 | -0.88 | -0.6 | -8
- CC(=O)Nc1ccc(NC2=C(Cl)C(=O)c3ccccc3C2=O)cc1
→ 14 | -10 | 21 | 6 | 1 | -20 | 0.25 | 13 | -2
- Cc1nc2nc(COc3ccccc3)[nH]n2c(=O)c1Cl
→ 4 | 6 | 2 | 19 | 8 | 1.0 | nt | 1.4 | -5
- CCOC(=O)c1sc(NC(=O)CCN2CC(C)OC(C)C2)c(C(=O)OCC)c1C (stereo not drawn)
→ nt | 6 | 2 | -3 | -7 | -0.3 | 0.5 | 0.0 | -23
- Cc1cc(OCC(=O)N2CCc3ccccc3C2)c2c(-c3ccccc3)cc(=O)oc2c1
→ 4 | 6 | 4 | -29 | -17 | -2.2 | -0.038 | -0.5 | -25
- CCc1ccc(NC(=O)CC2C(=O)N(c3ccc(C)cc3)C(=O)N2CCc2ccncc2)cc1 (stereo not drawn)
→ -9 | -7 | 0 | 9 | -3 | 0.5 | -1.9 | 1.4 | -1
- O=C(Nc1ccc2c(c1)OCO2)c1ccc(Cl)s1
→ 4 | 3 | -1 | 11 | 0 | -0.7 | 0.69 | -0.8 | -2
- Cn1ncc(Br)c1C(=O)Nc1cccc(C(F)(F)F)c1
→ 20 | -1 | 16 | 5 | -5 | 0.0 | -0.78 | -0.1 | -1
- O=C1c2ccccc2C(=O)c2c1cccc2N1CCOCC1
→ nt | -5 | 1 | 4 | -6 | -5.7 | nt | 0.6 | 14
- O=C(Nc1ccc(S(=O)(=O)Nc2nccs2)cc1)C1CC(=O)N(c2ccccc2)C1 (stereo not drawn)
→ nt | -4 | 16 | 5 | -5 | 1.3 | 1.8 | 1.6 | -2
- O=C(CSc1nnc(NC(=O)c2ccco2)s1)NCc1ccc2c(c1)OCO2
→ 0 | 1 | 16 | 15 | -5 | -0.2 | -1 | 21 | -32
- C=CCNC(=O)CSc1nnc(-c2ccccc2Cl)n1-c1c(C)n(C)n(-c2ccccc2)c1=O
→ -2 | 2 | 9 | 12 | 3 | 0.7 | 0.06 | 1.4 | -3
- Cc1cc(NC(=O)c2c(F)c(F)c(F)c(F)c2F)no1
→ 0 | 2 | 2 | 22 | 4 | 6.2 | nt | 0.6 | -4
- CCOc1ccccc1NC(=O)CC1NCCNC1=O (stereo not drawn)
→ 3 | 4 | 1 | 15 | -11 | -0.3 | nt | 1.2 | 11
- O=C(N/N=C/c1ccsc1)C1CC1
→ 0 | -9 | 22 | 7 | 0 | -0.1 | -0.0092 | 1.1 | 9
- Cc1cc(C(F)(F)F)c2c(N)c(C(=O)Nc3cc(C)on3)sc2n1
→ -9 | -1 | 0 | 15 | 8 | -1.8 | 1.5 | -0.1 | 0
- O=C(CS)Nc1ccc2ccccc2c1
→ -1 | -7 | 6 | 4 | -1 | -12 | 2.8 | 0.5 | -1
- Cc1ccc(NC(=O)N(C2CCCCC2)C(C)c2cccnc2)cc1C (stereo not drawn)
→ -2 | -1 | 0 | 20 | -2 | 0.7 | -0.14 | -0.4 | 5
- CC1CCCCN1S(=O)(=O)c1ccc(S(=O)(=O)N(Cc2ccccc2)Cc2ccco2)cc1 (stereo not drawn)
→ 1 | 3 | 0 | 11 | 7 | 1.5 | -0.35 | -0.3 | -5
- Cc1ccc(S(=O)(=O)CCC(=O)OCc2ccccc2F)cc1
→ -4 | 0 | -2 | -2 | -8 | 0.6 | -0.45 | 2.5 | -24
- CC1(C)CN(c2cccc(C#N)c2)C1=O
→ 3 | -6 | 28 | 10 | -1 | 0.3 | nt | 0.9 | 13
- CN1CCc2c(sc3c2C(=O)NC(c2ccccc2)N3)C1 (stereo not drawn)
→ nt | 0 | 5 | 9 | 3 | -0.3 | -0.22 | nt | 3
- Cn1c(Cc2cccs2)n[nH]c1=S
→ 3 | -5 | 0 | -2 | -9 | -0.3 | -0.34 | 0.3 | -3
- COC(=O)N1N=C(c2ccccc2)CC1(O)C(F)(F)F (stereo not drawn)
→ 2 | 3 | 1 | 20 | 7 | -4.0 | nt | 0.1 | -8
- O=C(NC1=NCCS1)C1CC2CCC1C2 (stereo not drawn)
→ 2 | 1 | 3 | 3 | 1 | -1.8 | 0.38 | 0.0 | 13
- CC(=O)c1c(C)oc2ccc(NS(=O)(=O)c3cccs3)cc12
→ 1 | -11 | 23 | 0 | -3 | 1.2 | -0.27 | 2.0 | -2
- CCCOc1ccccc1C1NC(=O)NC(C)=C1C(=O)OCc1ccccc1 (stereo not drawn)
→ 2 | -4 | 3 | 2 | 13 | -1.4 | -1.2 | 0.3 | -5
- O=C(/C=C/c1ccco1)Nc1sc2c(c1C(=O)O)CCC2
→ -2 | 3 | -1 | 18 | 6 | -3.1 | nt | 0.1 | -1
- CC(=O)Nc1ccc2c(c1)ncn2C1CCCCC1
→ 11 | 3 | 7 | 13 | 2 | -1.8 | 0.25 | 2.1 | -2
- O=C(Nc1cccc(NC(=O)c2ccc(-c3cccc(Br)c3)o2)c1)c1ccco1
→ 11 | -4 | 3 | 5 | -3 | -4.0 | -1.1 | 3.0 | -23
- C=CCn1c(SCC(=O)/C(C#N)=C(\C)N)nnc1C1CCCCC1
→ -3 | 16 | 0 | 26 | 9 | 0.0 | 0.36 | -0.9 | 32
- COc1cc2c(cc1O)C(Cc1ccc(O)cc1)[N+](C)([O-])CC2 (stereo not drawn)
→ -8 | -6 | 15 | 0 | -2 | 4.1 | 1.2 | 0.0 | -2
- CC(C)(C)c1ccc(-c2nc(C=O)c3ccccn23)cc1
→ nt | -5 | 6 | 4 | -5 | -7.1 | nt | 0.4 | -22
- CCCc1nnc(NC(=O)c2cccnc2)s1
→ 7 | 3 | 16 | 7 | 1 | 0.5 | 0.36 | 0.4 | 1
- Cc1ccc(C(=O)Nc2ccc3c4c(cccc24)CC3)cc1[N+](=O)[O-]
→ 2 | -3 | 5 | 10 | 8 | 2.6 | 1.1 | 24 | -6
- Cc1ccc(C)c2sc(NC(=O)CN3C(=O)CCC3=O)nc12
→ -22 | -4 | 5 | 0 | -1 | 1.0 | 1.4 | 0.1 | 0
- N#Cc1nc(COc2cccc(Cl)c2)oc1NCc1ccco1
→ -2 | -8 | 0 | 5 | -2 | -1.7 | nt | -0.2 | -13
- CC(=O)c1ccc(Oc2nc(-c3cccnc3)nc3ccccc23)cc1
→ 2 | -8 | 25 | 9 | 2 | 0.2 | -0.4 | 5.3 | 3

Screening data as filed in PubChem.
